Bioassay records as filed in PubChem.
Rpn11 inh: inhibitors of human proteasome Rpn11; hit rate 0.59% among 360,000; AID 588493; human 26S proteasome, Ub4-pepOG fluorescence polarization; 20S core pre-blocked with epoxomicin; O00487; calls only at 20 µM;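 active = inhibition at 20 µM, scaled to each plate's controls, above about 33%, limit read from the data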
Target sequence (O00487 whole entry, looked up): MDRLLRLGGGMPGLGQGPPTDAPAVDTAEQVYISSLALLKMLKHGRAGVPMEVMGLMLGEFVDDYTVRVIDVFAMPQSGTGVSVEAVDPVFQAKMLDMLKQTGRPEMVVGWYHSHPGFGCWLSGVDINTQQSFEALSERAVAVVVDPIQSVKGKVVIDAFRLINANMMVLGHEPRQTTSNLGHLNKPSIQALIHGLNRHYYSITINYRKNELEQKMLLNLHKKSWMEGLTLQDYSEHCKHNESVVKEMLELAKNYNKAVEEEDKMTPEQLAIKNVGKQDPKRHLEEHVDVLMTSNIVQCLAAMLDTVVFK
LMPTP inh: LMPTP (human) inhibition | recombinant LMPTP-A, OMFP fluorogenic substrate, fluorescence intensity | inhibition, % at 20 µM | hit rate 0.22% among 360,000;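 active = compounds that cut the enzyme signal by at least half of the control window in the single-dose screen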;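 note: plate controls were DMSO wells with enzyme plus substrate for no effect and substrate without enzyme for full effect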
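Test system – LMPTP-A phosphatase enzyme · Quantity – 0.625 nM LMPTP-A final · Reagent – OMFP substrate, 400 µM final · Dosing – one test concentration per compound, 20 µM, with 3% DMSO overall · Timing – 50 min enzyme reaction at room temperature, protected from light · Detection – fluorescence intensity · Controls – substrate-only low control, DMSO enzyme-plus-substrate high control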
STEP inh: blocks human striatal-enriched tyrosine phosphatase. P54829. recombinant STEP, OMFP fluorogenic substrate, fluorescence. inhibition, % at 20 µM. hit rate 0.25% among 360,000. AID 588621;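 active = inhibition at 20 µM, scaled per plate between control wells, above about 37%, limit read from the data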;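 note: 0% = DMSO with enzyme and substrate and 100% = substrate only without enzyme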
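Measure: Control-normalized % inhibition with plate pattern correction | Test system: STEP phosphatase, cell-free reaction | Medium: pH 6.0 Bis-Tris with DTT and Tween 20 | Technique: Fluorescence, 480/540 nm | Times: Reaction 20 min, ambient temperature | Doses: Single compound dose of 20 µM, 1% DMSO final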
Tb MetRS inh: blocks T. brucei methionyl-tRNA synthetase activity; inhibition, % at 11.9 µM; hit rate 0.4% among 360,000; AID 624268; purified T. brucei MetRS, ATP depletion, Kinase-Glo luminescence;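 active = inhibition above a per-plate cutoff of the control wells' mean inhibition plus 3 SD, cut at about 5.5% in these data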;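 note: 0% = DMSO wells median and 100% = median of wells with control inhibitor compound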
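technique = Kinase-Glo luminescence, ATP depletion format | system = purified MetRS (methionyl-tRNA synthetase) enzyme from Trypanosoma brucei | timing = 15 min preincubation, 2 h reaction, all 25 °C | evaluation = percent inhibition versus plate control medians | dosing = single dose, 11.9 µM final nominal, 0.9% final DMSO | also added = substrates ATP, L-methionine and bulk Escherichia coli tRNA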
SUMO1 PPI mod: modulators of human SUMO1-mediated protein-protein interactions; AID 602429; inhibition, % at 20 µM; hit rate 0.33% among 360,000; SUMO1 binding to a labelled peptide, TR-FRET, 1 h; P63165; in the data active = inhibition above about 37%
Target sequence (P63165 whole entry, looked up): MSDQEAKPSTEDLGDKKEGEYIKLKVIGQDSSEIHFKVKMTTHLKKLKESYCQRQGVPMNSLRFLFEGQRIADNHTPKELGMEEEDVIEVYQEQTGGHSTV
CSN inh: CSN deneddylation inhibition | Purified CSN, SCF-Nedd8-OG deneddylation, fluorescence polarization | AID 651999 | hit rate 0.38% among 360,000 | inhibition, % at 12.5 µM;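 active = pattern-corrected inhibition above about 35%, with an unprinted fluorescence ratio check between 0.5 and 1.5, limit read from the data, passing the limit was not always enough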;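 note: 0% = enzyme with substrate and 100% = substrate without enzyme; some results filed as inactive read as strong as hits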
Target sequence (Q92905 whole entry, looked up, one chain of several): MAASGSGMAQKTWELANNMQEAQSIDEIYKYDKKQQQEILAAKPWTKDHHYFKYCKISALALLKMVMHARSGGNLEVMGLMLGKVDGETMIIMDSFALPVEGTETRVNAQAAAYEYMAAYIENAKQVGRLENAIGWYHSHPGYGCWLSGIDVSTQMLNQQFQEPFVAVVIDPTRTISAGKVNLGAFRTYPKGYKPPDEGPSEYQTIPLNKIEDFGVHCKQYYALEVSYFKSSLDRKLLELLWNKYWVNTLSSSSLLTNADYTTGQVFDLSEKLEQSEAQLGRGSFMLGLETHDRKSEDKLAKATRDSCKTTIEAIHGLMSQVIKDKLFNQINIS
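Assay system: HEK293T-derived human Csn5 enzyme; quantity: 0.24 nM enzyme; medium: Tris/NaCl/DTT buffer, pH 7.5; also added: substrate SCFSkp2-Nedd8OG, 10 nM; doses: 12.5 µM compound; schedule: 90 min reaction at room temperature; signal: FP; read-out: % inhibition of substrate cleavage by Csn5; benchmarks: substrate-only high control, full reaction low control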
Scp1 inh: blocks human Scp-1 phosphatase activity. Q9GZU7. Recombinant Scp1, phosphopeptide, malachite green phosphate absorbance. inhibition, % at 20 µM. hit rate 0.88% among 340,000. AID 493091;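 active = inhibition above about 50% at 20 µM, limit read from the data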;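 note: plate controls were DMSO wells with enzyme for no effect and wells lacking enzyme for full effect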
Target sequence (Q9GZU7 76-261 limits assumed): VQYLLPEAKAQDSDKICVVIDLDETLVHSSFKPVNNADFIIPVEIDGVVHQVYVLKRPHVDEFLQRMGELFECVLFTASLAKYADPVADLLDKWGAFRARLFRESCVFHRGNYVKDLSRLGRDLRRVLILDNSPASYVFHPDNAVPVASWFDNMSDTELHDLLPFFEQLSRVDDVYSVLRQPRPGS
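assay system = SCP-1 phosphatase catalytic domain, residues 76-261 | buffer or medium = 50 mM Tris acetate pH 5.5, 0.005% Tween-20, 10 mM MgCl2 | incubation = enzyme reaction 45 min at room temperature, colour 5 min, stabilisation 30 min | signal = Phosphate-binding colour reagent, absorbance read at 630 nm | measure = % inhibition at 20 µM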
PABP1 MLLE inh: inhibitors of microRNA-mediated deadenylation, human PABP1 MLLE binding. P11940. GST-MLLE / FITC-PAM2 fluorescence polarization. inhibition, % at 20 µM. hit rate 0.36% among 360,000. AID 588489; in the data active = inhibition above about 35%, passing the limit was not always enough;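 note: plate controls were DMSO wells with GST-MLLE for no effect and wells lacking GST-MLLE protein for full effect; some results filed as inactive read as strong as hits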
DNMT1 block: blocks human DNA methyltransferase DNMT1; DNMT1 molecular beacon, Hinp1I cleavage, fluorescence; inhibition (reported as % activation of signal), % at 10 µM; hit rate 0.83% among 360,000; in the data active = inhibition above about 50%
NadD block: NadD (S. aureus) enzyme inhibition | purified NadD enzyme, colorimetric absorbance read-out | inhibition, % at 20 µM | hit rate 0.78% among 360,000 | AID 602399; in the data active = inhibition above about 26%; note: some compounds past the cut are filed as inactive
* = called active by the depositor; i = inactive; . = no result given.

Screens in order – SUMO1 PPI mod, LMPTP inh, DNMT1 block, Rpn11 inh, NadD block, STEP inh, Tb MetRS inh, CSN inh, PABP1 MLLE inh, Scp1 inh
N#CC[C@H](Cc1ccccc1)N1CCN(Cc2ccccc2)CCC1=O
→ -2, -2.0, 5, i, -2, 7, -0.2, 3, 6, -6
Nc1ccc(N2N=C(N3CCCC3)CC2=O)cc1
→ 2, -1.2, -2, i, 1, 0, -0.1, 1, 1, .
COC(=O)/C=C1\SC(=NC(=O)c2cccc(Cl)c2)NC1=O
→ -7, -0.7, 8, i, 6, -6, -1.2, 3, 29, -2
COc1cc2cc(C(=O)N(C)Cc3ccccc3)[nH]c2cc1OC
→ -6, -1.4, 0, i, 0, -1, -0.4, -1, -9, -7
Cc1ccc(C)c(N/C(N)=N/c2nc(C)cc(C)n2)c1
→ 0, 1.2, -2, i, -11, 1, -1.2, 2, 4, -8
CN(c1ccc(C(=O)N2CCCCC2)cc1)S(=O)(=O)c1ccccc1
→ -4, -0.9, 2, i, -2, 2, -0.9, 1, 11, 3
c1ccc(CN2CCN(C(c3ccccc3)c3nnnn3Cc3ccccc3)CC2)cc1 (stereo not drawn)
→ -1, -0.6, 0, i, 6, -3, -1.3, 0, -5, 12
COc1cc(C(C[N+](=O)[O-])c2c(C)[nH]c3ccccc23)ccc1O (stereo not drawn)
→ -1, -1.2, -18, i, -5, 1, 0.2, 1, 13, -10
CC(=O)c1ccccc1NC(=O)CCN1C(=O)C2CCCCC2C1=O (stereo not drawn)
→ 3, -1.7, 3, i, -2, 2, -0.1, -2, -2, -12
COc1cccc(CSc2nnc(CSc3nc4nc(C)cc(C)n4n3)s2)c1
→ 4, 0.0, 1, i, -2, -4, 0.7, -6, -20, 18
C=CCn1c2ccccc2c(=O)c2cc(C#Cc3ccccn3)ccc21
→ -16, 4.8, -11, i, 2, 2, 0.0, -1, 8, -1
CCC(=O)C1CCCN(C(=O)c2ccc(OC)c(OC3CCN(C(C)=O)CC3)c2)C1 (stereo not drawn)
→ 43*, -1.4, 2, i, -4, -2, -0.2, 1, -6, -7
O=C(N/N=C/c1ccc(C(F)(F)F)cc1)c1ccc(O)cc1
→ -3, -0.2, 6, i, -8, -2, -0.5, 1, 0, -1
Cc1nc2ccc(C(=O)N(C)Cc3ccco3)cn2c1N(C)C(=O)CCc1ccccc1
→ 1, -4.6, -7, i, 2, 2, -0.2, -3, -2, .
CN1c2ccccc2C(C)(C)C12CC(c1cccc(S(=O)(=O)N3CCCC3)c1)=NO2 (stereo not drawn)
→ -5, 1.9, -6, i, -3, 3, -0.3, 0, 12, -13
CC(=O)Nc1cccc(Oc2ncnc3scc(-c4ccc(C)cc4)c23)c1
→ 2, 1.1, -9, i, -11, 1, 0.3, 7, 0, -7
CNC(=S)N/N=C/c1cc(C)n(-c2ccc(Cl)c(Cl)c2)c1C
→ 2, 1.1, -10, i, 4, -1, -0.5, -10, -10, -3
O=C(Nc1ccc2ccccc2c1)C(c1ccccc1)n1c(=O)c(-c2cc3ccccc3[nH]2)nc2ccccc21 (stereo not drawn)
→ 0, 5.0, ., ., ., ., 0.0, 0, ., .
CNc1c(NS(=O)(=O)c2ccc(C3CCCCC3)cc2)c(=O)oc2ccccc12
→ -2, -0.2, 20, i, -2, 0, 0.1, 0, 4, -1
Cc1ccc2cc(CN(Cc3ccccc3)Cc3nnnn3C3CCCC3)c(=O)[nH]c2c1
→ -2, 3.3, -3, i, 4, 1, 0.8, 2, 5, -2

Not a retest: entries from further up.
Screens in order – SUMO1 PPI mod, LMPTP inh, DNMT1 block, Rpn11 inh, NadD block, STEP inh, Tb MetRS inh, CSN inh, PABP1 MLLE inh, Scp1 inh
N#CC[C@H](Cc1ccccc1)N1CCN(Cc2ccccc2)CCC1=O
→ -2, -2.0, 5, i, -2, 7, -0.2, 3, 6, -6
Nc1ccc(N2N=C(N3CCCC3)CC2=O)cc1
→ 2, -1.2, -2, i, 1, 0, -0.1, 1, 1, .

Going on with the list:
Screens in order – SUMO1 PPI mod, LMPTP inh, DNMT1 block, Rpn11 inh, NadD block, STEP inh, Tb MetRS inh, CSN inh, PABP1 MLLE inh, Scp1 inh
CN(C(=O)CCc1ccccc1)c1nnc(-c2ccncc2)s1
→ -2, 1.0, 0, i, -5, 0, -0.6, -5, 4, 4
CCn1c(=S)[nH]c2cc(C(=O)OC)ccc2c1=O
→ -3, 0.2, 2, i, -3, -1, -1.4, 0, -90, -1
COc1ccc(CCNC(=O)c2ccnc(C(C)(C)C)c2)cc1OC
→ -2, -0.6, 1, i, -1, 2, 0.1, 0, 3, -5
Cc1cc(C)c(C#N)c(N2CCN(C(=O)C3COc4ccccc4O3)CC2)n1 (stereo not drawn)
→ -2, 1.1, -2, i, 3, 1, -0.2, 3, 1, -5
COc1ccc(NC(=O)C2c3ccccc3OCC(=O)N2Cc2ccc3c(c2)OCO3)cc1 (stereo not drawn)
→ 1, -0.3, ., ., -1, ., 0.0, -2, ., .
COc1ccc(NS(=O)(=O)c2ccc3c(c2)Cc2ccccc2-3)cn1
→ -3, 3.2, -7, i, -2, 3, -1.6, -2, -17, 0
O=C(NCc1ccco1)c1ccc2ccccc2c1
→ -5, -1.3, 4, i, -1, 1, -0.5, -2, 3, -4
O=S(=O)(c1cccc(C(F)(F)F)c1)N1CCC(c2nc3ccccc3[nH]2)CC1
→ 2, 0.6, -2, i, 3, 0, 1.4, -6, -10, -1
COC(=O)COc1ccsc1C(=O)OC
→ -1, -3.0, 7, i, -4, -2, -0.3, 3, 5, 3
CCOC(=O)Cn1c(=O)n(Cc2ccc(C)cc2)c(=O)c2cccnc21
→ 4, -0.1, -2, i, -15, 0, -1.2, -1, 13, -1
CC(C)CNC(=O)CSc1ccc(Cl)cc1
→ -2, -0.4, 0, i, 2, -2, -0.9, -2, -2, -5
Cc1onc(-c2ccccc2)c1C(=O)N/N=C/c1cn(C)c2ccccc12
→ -4, 2.6, -6, i, 0, 1, 0.4, 0, -14, -3
COCc1cccc(-c2csc(C(NC(C)=O)c3ccc(F)c(F)c3)n2)c1 (stereo not drawn)
→ -7, -0.5, 4, i, -6, -1, -0.1, -1, 3, .
CCOc1ccc2[nH]c(C(=O)N/N=C/c3cc(OC)c(OC)c(OC)c3)cc2c1
→ -8, 3.8, -7, i, -6, 0, -1.6, 2, -6, -5
Cc1ccc(NCc2nnc(SCC(=O)NCc3ccco3)n2CC2CCCO2)cc1Cl (stereo not drawn)
→ -6, -1.0, -1, i, 5, 2, -0.7, 3, -90, -5
O=C1NC2(c3ccccc3)NC(=O)NC2(c2ccccc2)N1 (stereo not drawn)
→ 4, 0.0, 4, i, 3, -4, -0.1, 0, -10, -18
CCCCN(c1ccccc1)S(=O)(=O)c1cccc(C(=O)Nc2c(C)n(C)n(-c3ccccc3)c2=O)c1
→ 0, 1.0, 0, i, 1, 2, 0.2, -4, -9, 9
CSCCC1NC(=O)N(CC(=O)Nc2ccc(-c3ccccc3)cc2)C1=O (stereo not drawn)
→ 1, -1.7, -6, i, -4, 0, 0.3, 7, 4, -7
Cc1ccc2c(c1)nnn2C1CCN(CC(=O)Nc2ccccc2N2CCOCC2)CC1
→ 1, 1.8, -5, i, 3, 2, -0.4, 1, -2, -5
CSc1ccc(/C=N/NC(=O)c2cccc(O)c2)cc1
→ -14, -2.0, 2, i, -6, -3, -2.7, -2, -2, -14
COc1ccc(OCc2nn3c(-c4ccco4)nnc3s2)cc1
→ 3, 0.6, 12, i, 2, 0, -1.1, -1, 11, 4
COCCNC(=O)Cn1cc(C(=S)N2CCOCC2)c2ccccc21
→ 2, -1.0, 0, i, -1, 1, 0.0, 1, 35, -9
CCCCn1nnnc1C1(C)CCC(=O)N1CCc1ccccc1F (stereo not drawn)
→ 2, -1.6, ., ., -4, ., -1.0, -1, ., .
Cc1ccc2nc(-c3ccc(NC(=O)COC(=O)c4ccco4)cc3)sc2c1
→ -5, -1.8, -1, i, -2, 3, -0.6, -2, -15, 0
O=C(CSc1nncn1-c1ccccc1F)NC1CCCCC1
→ 0, -1.0, -8, i, -2, -2, -0.4, -1, -43, 0
Cc1cc(C(=O)COC(=O)c2nc3nccc(C)n3n2)c(C)n1CC1CCCO1 (stereo not drawn)
→ -3, -0.3, 1, i, -2, 0, 0.0, -2, 1, -6
COCc1cc(C)nc2sc(C(=O)Nc3ccc(C(=O)OC)cc3)c(N)c12
→ -8, 1.8, 1, i, -9, 2, 0.1, 3, 15, -2
Cc1cccc(NC(=O)c2cc3n(n2)C(C(F)(F)F)CC(C2CC2)N3)c1C (stereo not drawn)
→ -2, -0.4, 1, i, -8, -2, -0.1, 1, -1, -7
COC(=O)Cn1c(=NC(=O)c2cc(OC)cc(OC)c2)sc2cc(OC)ccc21
→ 7, 2.4, -7, i, -10, -2, -0.2, -7, -4, -8
Cc1ccccc1NC(=S)NCCc1ccc(S(N)(=O)=O)cc1
→ -2, -1.2, 4, i, -6, -5, 0.5, -8, 21, -8
COC(=O)c1sccc1NC(=S)N1C(C)CCCC1C (stereo not drawn)
→ -2, 3.7, 1, i, -6, 11, -0.7, 7, 29, 0
CCOc1ccc(N(CC(=O)Nc2ccc(OC)cc2)S(=O)(=O)c2c(C)noc2C)cc1
→ 2, 1.2, 0, i, -7, 0, 0.1, -3, 1, -3
CC(C)NC(=O)CN1CCN(C(c2ccnc3ccccc23)c2nnnn2-c2ccc3c(c2)OCCO3)CC1 (stereo not drawn)
→ -1, -0.3, ., ., -3, ., -0.9, -2, ., .
